TRPC4 potent = allosterically enhances the mouse TRPC4 cation channel | Q9QUQ5 | HEK293 TRPC4beta/mu-opioid, DAMGO EC20, Fluo-4 Ca2+ flux; active compounds read high | B-score at 10 µM | 0.42% of 310,000 active;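 active means B-score of calcium response area above 5 SD of library B-scores, with initial fluorescence ratio within 5 SD of library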;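 further: B-score of integrated fluorescence ratio over time as area under calcium response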
KCNK9 block = inhibitors of human KCNK9 two-pore domain potassium channel | Q9NPC2 | HEK293 KCNK9, FluxOR thallium flux fluorescence; active compounds read low | B-score at 10 µM | 1.2% of 310,000 active | AID 488922;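 active means ratio B-score over 3 SD below the library mean, with starting fluorescence within 5 SD of its mean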;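 further: negative B-score means less thallium flux so channel inhibition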
TMEM16A inh = blocks the mouse calcium-activated chloride channel TMEM16A; normalized B-score (activity score, 25-100; higher = stronger inhibition) at 10 µM; AID 588511; HEK293 TMEM16A/YFP iodide influx fluorescence, ionomycin; Q8BHY3; 1.2% of 310,000 active;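 active means ratio plate-corrected score three or more library SD toward inhibition, starting fluorescence score within five deviations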;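 further: score derived from kinetic fluorescence span divided by baseline fluorescence per well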
ANO1 activ = activates or potentiates the mouse TMEM16A chloride channel. B-score at 10 µM. Q8BHY3. HEK293 TMEM16A/YFP-H148Q/I152L, iodide quench fluorescence; active compounds read low. 0.3% of 340,000 active;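 active means fluorescence-ratio B-score plate-corrected deviation score at least 3 library SD below zero, with starting fluorescence score within 5 deviations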;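 further: channel opened by trigger with iodide after compound preincubation; score built on the fluorescence ratio of max minus min over baseline; more negative score means more quench and so TMEM16A activation or potentiation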
KCNQ1 inh = inhibitors of human KCNQ1 potassium channel | AID 2642 | CHO-K1 KCNQ1, FluxOR thallium flux fluorescence; active compounds read high | B-score at 10 µM | P51787 | 1.3% of 310,000 active;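 active means compounds whose thallium flux B-score, printed positive for inhibition, exceeds three library SD while starting fluorescence stays within three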;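 further: channel opened by potassium depolarization with thallium stimulus after 20 min compound exposure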
TRPC4 agonist = opens the mouse TRPC4 cation channel | Q9QUQ5 | 0.49% of 310,000 active | AID 2237 | B-score at 10 µM | HEK293 TRPC4beta/mu-opioid, Fluo4 calcium fluorescence; active compounds read high;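 active means B-score above 5 SD of library B-scores, and initial fluorescence ratio not above library mean plus 5 SD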;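 further: positive B-score marks a calcium rise read as TRPC4 activation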
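System: HEK293 cells stably co-expressing mouse TRPC4beta and mu-opioid receptor; Schedule: Fluo4 dye loading 45 min at room temperature, 110 s recording; Detection: Fluo4 fluorescence, kinetic; Evaluation: B-scored integrated calcium fluorescence ratio; Controls: buffer (low) and maximal DAMGO (high).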
hERG rescue = shields human hERG channel from block by proarrhythmic agents | activation (rescue from dofetilide block), less the hit threshold, % at 10 µM | Q12809 | 0.51% of 310,000 active | CHO-hERG, FluxOR thallium flux, dofetilide IC70 present;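 active means activation above the mean of controls blocked by dofetilide plus 5 SD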;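 further: thallium influx through hERG after potassium depolarization seen as dye fluorescence rise; in these data hits start at about 4.7%; inactives centre near -7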
KCNQ1 act = potentiators or activators of human KCNQ1 potassium channel. AID 2648. P51787. 0.35% of 310,000 active. B-score at 10 µM. CHO-K1 KCNQ1, thallium flux FluxOR fluorescence; active compounds read high;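 active means fluorescence ratio B-score, a plate-corrected score, at least three library SD, with initial intensity B-score within 5 SD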
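assay system = CHO-K1 cells stably expressing KCNQ1 | medium = assay buffer, equal DMSO in all wells | timing = 37 °C overnight plating, 90-min dark dye load, 20-min compound pretreatment | measured by = kinetic FluxOR thallium fluorescence, 10-s 1-Hz baseline, 110-s post-stimulus read | measure = fluorescence change relative to baseline, converted to B score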
KCNK3 inh = human KCNK3 channel inhibition, primary screen; O14649; CHO-KCNK3 thallium flux, FluxOR fluorescence; active compounds read low; B-score at 10 µM; 0.84% of 340,000 active; AID 602410;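 active means B-score under library mean minus 4 SD, starting fluorescence ratio at most library mean plus 5 SD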;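 further: more negative B-score means stronger inhibition of thallium flux through KCNK3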
Target sequence (O14649 whole entry, looked up): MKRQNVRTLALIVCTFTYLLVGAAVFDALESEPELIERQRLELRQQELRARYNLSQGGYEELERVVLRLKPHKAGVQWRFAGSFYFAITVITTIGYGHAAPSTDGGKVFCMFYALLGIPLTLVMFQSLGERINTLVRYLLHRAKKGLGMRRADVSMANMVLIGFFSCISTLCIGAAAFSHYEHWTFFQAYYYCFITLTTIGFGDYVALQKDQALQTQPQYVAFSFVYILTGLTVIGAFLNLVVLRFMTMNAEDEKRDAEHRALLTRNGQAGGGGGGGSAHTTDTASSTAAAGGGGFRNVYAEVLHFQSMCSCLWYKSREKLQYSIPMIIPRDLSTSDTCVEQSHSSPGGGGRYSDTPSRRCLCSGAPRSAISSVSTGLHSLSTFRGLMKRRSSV
HDAC3 inhib = blocks human histone deacetylase 3. O15379. recombinant HDAC3, fluorogenic peptide/trypsin coupled, fluorescence. inhibition, % at 8.3 µM. 0.15% of 320,000 active; in the data active means inhibition above about 26%, passing the limit was not always enough; inconclusive means no clear call, values can overlap the other calls
Target sequence (O15379 whole entry, looked up): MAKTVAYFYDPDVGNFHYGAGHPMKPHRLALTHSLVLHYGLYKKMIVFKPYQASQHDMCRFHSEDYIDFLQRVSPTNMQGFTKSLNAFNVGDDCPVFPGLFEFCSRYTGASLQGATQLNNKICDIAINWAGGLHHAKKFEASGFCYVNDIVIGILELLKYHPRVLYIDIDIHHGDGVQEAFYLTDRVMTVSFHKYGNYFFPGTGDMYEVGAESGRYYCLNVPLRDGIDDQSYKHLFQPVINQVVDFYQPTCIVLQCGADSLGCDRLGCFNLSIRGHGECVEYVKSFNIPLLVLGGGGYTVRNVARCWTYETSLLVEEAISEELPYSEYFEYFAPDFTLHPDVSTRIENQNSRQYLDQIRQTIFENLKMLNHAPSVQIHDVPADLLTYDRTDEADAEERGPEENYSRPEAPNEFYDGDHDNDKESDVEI
Dyrk1A ADPGlo = inhibitors of rat Dyrk1A kinase; 0.43% of 310,000 active; ADP-Glo luminescence, NFATc1 peptide; inhibition, % at 12.5 µM; in the data active means inhibition above about 50%;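 further: plate controls were vehicle with enzyme for no effect and no enzyme for full effect; many of its hits are not listed in these tables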
The depositor's hits bear a star; i = inactive; ? = inconclusive; / = no result given; & = joins results of further samples.

Structure	TRPC4 potent	KCNK9 block	TMEM16A inh	ANO1 activ	KCNQ1 inh	TRPC4 agonist	hERG rescue	KCNQ1 act	KCNK3 inh	HDAC3 inhib	Dyrk1A ADPGlo
CC(C)[C@H](NC(=O)N1c2ccccc2NC(=O)[C@@H]1C(C)C)C(=O)N1CCC[C@H]1C(=O)O	i	i	i	i	i	i	-2	i	i	-2	0
O=C(CNC(=O)c1ccccc1O)N/N=C/c1cc(Br)ccc1OC(=O)/C=C/c1ccco1	i	i	i	/	i	i	-7	i	/	11	/
COc1ccc(OCC(=O)Nc2cccc(C(=O)Nc3ccccc3C(=O)O)c2)cc1	i	i	i	i	i	i	-10	i	i	8	8
Cc1cccc(NC(=O)CSc2nc(COc3ccccc3)nc3ccccc23)c1C	i	i	i	i	i	i	-5	i	i	-1	9
O=C(CSc1nnc(SCc2cccc3ccccc23)s1)N/N=C/c1c[nH]c2ccccc12	i	i	i	i	i	i	-1	i	i	21	-8
Cc1oc2ccc(O)c(CN(C)C)c2c1C(=O)c1ccccc1	i	i	i	i	i	i	-4	i	i	2	3
Cc1oc(-c2cccc(Cl)c2)nc1CN1CCC(C(=O)N2CCN(c3ccccn3)CC2)CC1	/	/	i	i	/	/	/	/	i	-13	1
CC(C)NC(=O)/C(C#N)=C/c1ccc(N(C)C)o1	i	i	i	i	7*	i	-14	i	i	12	/
CCCCCn1c(=O)c(C(=O)OCC)c(O)c2ccccc21	i	i	i	i	i	i	0	i	i	/	-1
CCCCN(CCCNC(=O)C1CCCN(S(=O)(=O)CC)C1)Cc1ccccc1 (stereo not given)	i	i	i	i	i	i	-1	i	i	2	-10
O=C(c1ccccc1)c1ccccc1C(=O)c1ccccc1	i	i	i	i	i	i	-4&-8	i	i	-2&6	1
CC(C)Oc1ccc(N2CC(C(=O)OCC(=O)NCc3ccccc3)CC2=O)cc1 (stereo not given)	i	i	i	i	i	i	-9	i	i	-3	/
CCOc1ccc(C2C(C(=O)OC)=CN(CCOC)C=C2C(=O)OC)cc1	i	i	i	i	i	i	-1	i	i	-107	-2
Cc1cccc(NC(=O)NNC(=O)COc2ccc(Cl)cc2)c1	i	i	i	i	i	i	-7	i	i	-3	-4
COc1ccc(CNC(=O)CCSCc2cccc(Cl)c2)c(OC)c1	i	i	i	i	i	i	-6	i	i	1	2

Next part:
Structure	TRPC4 potent	KCNK9 block	TMEM16A inh	ANO1 activ	KCNQ1 inh	TRPC4 agonist	hERG rescue	KCNQ1 act	KCNK3 inh	HDAC3 inhib	Dyrk1A ADPGlo
COc1ccc(NC(=O)CC2CCCC2)cc1OC	i	i	i	i	i	i	-3	i	i	1	4
O=C(/C=C/c1ccc([N+](=O)[O-])cc1)N1CCN(Cc2ccccc2)CC1	i	i	i	i	i	i	-13	i	i	3	12
O=C(Oc1ccc(-c2nnco2)cc1)N1CCOCC1	i	i	i	i	i	i	-7	i	i	-1	-8
Cc1cccc(C)c1OCC(=O)NNC(=O)Nc1ccc(Cl)cc1	i	i	i	i	i	i	-1	i	i	-1	-1
CC(C)(C)NC(=O)CSc1nnnn1C(C)(C)C	i	i	i	i	i	i	-13	i	i	0	-4
COc1ccc(NC(=O)C2CCCN2S(=O)(=O)c2cccs2)c([N+](=O)[O-])c1 (stereo not given)	i	i	i	i	i	i	-18	i	i	1	-6
CS(=O)(=O)/C(C#N)=C/c1c(-c2ccccc2)nc2n1CCS2	i	i	i	i	i	i	-5	i	i	0	-4
CCc1ccc(CN2CCCC(CNC(=O)c3cccc(OC)c3OC)C2)cc1 (stereo not given)	i	i	i	i	i	i	-2	i	i	0	1
O=C(Nc1cccc(C(F)(F)F)c1)c1cncs1	i	i	i	i	i	i	-3	i	i	-2	-4
Cc1ccc(C(C)C)c(OCC(=O)Nc2ccc3c(c2)nc(CN2CCCC2)n3C)c1	i	i	i	i	i	i	-18	i	i	1	0
CNc1ccc(Cl)cc1C(N)=O	i	i	i	i	i	i	-9	i	i	-28	8
COC(=O)c1[nH]c2ccc(C)cc2c1NC(=O)C(C)N1CCN(C2CCCCC2)CC1 (stereo not given)	i	i	i	i	i	i	-10	i	i	-6	-3
COc1ccccc1N1CCN(C(=O)C2CCCN(S(=O)(=O)c3ccc4c(c3)oc(=O)n4C)C2)CC1 (stereo not given)	i	i	25*	i	i	i	-23	i	i	4	6
COc1ccc(-c2csc(NC(=O)CSc3ccc(Br)cc3)n2)c(OC)c1	i	i	i	i	i	i	-9	i	i	/	-1
COc1cc(OC)cc(C(=O)Nc2cccc(NC(=O)c3cc(OC)cc(OC)c3)n2)c1	i	i	i	i	i	i	-4	i	i	-6	11

Continuation.
Structure	TRPC4 potent	KCNK9 block	TMEM16A inh	ANO1 activ	KCNQ1 inh	TRPC4 agonist	hERG rescue	KCNQ1 act	KCNK3 inh	HDAC3 inhib	Dyrk1A ADPGlo
CC(=O)c1cnc(-c2ccccc2)s1	i	i	/	i	i	i	-11	i	i	/	-1
O=C(CN1C(=O)c2ccccc2C1=O)N1CCN(c2nnc(-c3ccccc3)c3ccccc23)CC1	i	i	i	i	i	i	-7	i	i	2	-3
CCOC(=O)C(C(=O)Nc1nc2ccccc2s1)C1CCCCC1 (stereo not given)	i	i	i	i	i	i	-10	i	i	1	-1
O=C(c1ccco1)N1CCN(c2ncnc3c(-c4ccccc4)nsc23)CC1	i	i	i	i	i	i	-5	i	i	4	1
Cc1cc(NCCN2CCOCC2)c2ccc3ccccc3c2n1	i	i	i	i	i	i	-6	i	i	2	4
COc1ccc(OC2C(=O)N(Cc3ccc(F)cc3)C2c2cc(OC)c(OC)c(OC)c2)cc1 (stereo not given)	i	i	i	i	i	i	-10	i	i	2	-6
O=C(NCCCN1CCN(Cc2ccccc2)CC1)c1nnc(Cc2c(F)cccc2Cl)o1	i	i	i	i	i	i	-20	i	i	3	-1
CCC(=O)Nc1nc(=S)ss1	i	i	i	i	i	i	-9	i	i	5	1
COc1ccc(-c2ncc(CN3CCC(CO)(Cc4cccc(OC)c4)CC3)cn2)cc1	i	i	i	i	i	i	-13	i	i	-2	5
CCOC(=O)c1c(S(=O)(=O)NCC(=O)Nc2cc(C)ccc2OC)c(C)n(C)c1C	i	i	i	i	i	i	-8	i	i	-2	-3
CCN(CC)C(=S)SCC(=O)c1ccc(F)cc1	i	i	i	i	i	i	-3	i	i	-1	-8
COc1cccc(OC)c1OCC(O)CN1CCN(c2ccc(F)cc2)CC1 (stereo not given)	i	i	i	/	i	i	-7	i	i	7	-3
O=C(CN(Cc1cccs1)C(=O)CSc1nnc(COc2ccccc2)o1)NC1CCCCC1	i	i	i	i	i	i	-6	i	i	8	-6
C[C@@H]([C@H](O)c1ccccc1)N(C)C(=S)Nc1ccccc1	i	i	i	i	i	i	-3	i	i	-2	0
O=C(COc1ccccc1F)NNC(=O)c1ccc(N2CCCCC2)c([N+](=O)[O-])c1	i	i	i	i	i	i	-2	i	i	-1	-5

In a second layout: entries from further up
Under each structure – TRPC4 potent	KCNK9 block	TMEM16A inh	ANO1 activ	KCNQ1 inh	TRPC4 agonist	hERG rescue	KCNQ1 act	KCNK3 inh	HDAC3 inhib	Dyrk1A ADPGlo
O=C(CSc1nnc(SCc2cccc3ccccc23)s1)N/N=C/c1c[nH]c2ccccc12
    i	i	i	i	i	i	-1	i	i	21	-8
Cc1oc2ccc(O)c(CN(C)C)c2c1C(=O)c1ccccc1
    i	i	i	i	i	i	-4	i	i	2	3
Cc1oc(-c2cccc(Cl)c2)nc1CN1CCC(C(=O)N2CCN(c3ccccn3)CC2)CC1
    /	/	i	i	/	/	/	/	i	-13	1

Next section:
Structure	TRPC4 potent	KCNK9 block	TMEM16A inh	ANO1 activ	KCNQ1 inh	TRPC4 agonist	hERG rescue	KCNQ1 act	KCNK3 inh	HDAC3 inhib	Dyrk1A ADPGlo
O=C(NCc1cccc(C(F)(F)F)c1)c1ccc2c(c1)OCCO2	i	i	i	i	i	i	-4	i	i	2	14
CS(=O)(=O)N1CCN(c2ccnc3cc(Cl)ccc23)CC1	i	i	i	i	i	i	-7	i	i	-5	6
Cc1cc2ncc(C(N)=O)cn2n1	i	i	i	i	i	i	-10	i	i	-3	5
CCc1cccc(CC)c1NC(=O)COC(=O)CC1c2ccccc2CCN1S(=O)(=O)c1ccccc1 (stereo not given)	i	i	i	i	i	i	-9	i	i	-1	-2
CCC(C)Cn1c(S(=O)(=O)O)nc2ccccc21 (stereo not given)	i	i	i	i	i	i	-6	i	i	-9	0
CCOC(=O)c1ccc(N2C(=O)c3n[nH]c(C)c3C2c2ccc(OC)cc2OC)cc1 (stereo not given)	i	i	i	i	i	i	-19	i	i	9	-3
CC(OC(=O)CN(C)S(=O)(=O)c1ccc(Cl)cc1)C(=O)Nc1ncc(Cl)cc1Cl (stereo not given)	i	i	i	i	i	i	-7	i	i	-5	9
COC(=O)C1=CNC=C(C(=O)OC)C1c1ccc(Cl)cc1	i	i	i	i	i	i	-6	i	i	-59	1
COc1nc(OC)nc(Oc2ccc(Cl)cc2[N+](=O)[O-])n1	i	i	i	i	i	i	-5	i	i	-1	-5
Cc1csc2nc(O)c(C(=O)NCCC3=CCCCC3)c(=O)n12	i	i	i	i	i	i	-5	i	i	-9	-2
CC(=O)Nc1ccc(S(=O)(=O)N2CCCN(S(=O)(=O)c3ccc(NC(C)=O)cc3)CC2)cc1	i	i	i	i	i	i	-9	i	i	?	1
COc1ccc(CNS(=O)(=O)NCc2ccc(C)cc2)cc1	i	i	i	i	i	i	-4	i	i	5	2
CCC1=NC(c2ccc(OC)cc2)N(O)C1(C)C (stereo not given)	i	i	i	i	i	i	-7	i	i	1	-4
O=C(c1ccc2c(c1)OCO2)N1CCN(c2ccccn2)CC1	i	i	i	i	i	i	0	i	i	-6	-3
C=CCn1c(SCC(=O)NC2CCCc3ccccc32)nnc1-c1ccncc1 (stereo not given)	i	i	i	i	i	i	-4	i	i	-2	-5

These rows are one share of the data. The share of hits here may be higher or lower than overall.
